PfHsp40 yeast – restores yeast growth despite PfHsp40 toxicity; S. cerevisiae expressing PfHsp40, growth rescue, ATP luminescence; growth rescue, % at 12.5 µM; 0.68% of 340,000 active; AID 504582; in the data active means growth rescue above about 28%, passing the limit was not always enough; inconclusive means no clear call, values can overlap the other calls;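 further: yeast W303a lacking pdr1 and pdr3 grown in galactose medium; growth measured after three days at 30 °C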
GDH-TPI inh – inhibits GDH-TPI coupling enzymes, artifact for Mtb FBA screen. GDH-TPI coupled enzyme counterscreen, NADH absorbance. inhibition, % at 4.8 µM. 1.2% of 360,000 active. AID 588335; in the data active means inhibition above about 30%;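 further: 0% = DMSO wells and 100% = wells lacking the enzyme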
Mtb BioA inh – BioA (M. tuberculosis) enzyme inhibition | purified M. tuberculosis BioA enzyme, plate reader | inhibition, % at 9.99 µM | 0.096% of 360,000 active; in the data active means inhibition above about 40%; inconclusive means no clear call, values can overlap the other calls
Mtb UGM inh – blocks M. tuberculosis UGM enzyme; inhibition, % at 10 µM; purified UGM, fluorescence polarization probe displacement; 0.06% of 320,000 active; AID 504406; P9WIQ1; in the data active means inhibition above about 10%, passing the limit was not always enough; inconclusive means no clear call, values can overlap the other calls
Target sequence (P9WIQ1 whole entry, looked up): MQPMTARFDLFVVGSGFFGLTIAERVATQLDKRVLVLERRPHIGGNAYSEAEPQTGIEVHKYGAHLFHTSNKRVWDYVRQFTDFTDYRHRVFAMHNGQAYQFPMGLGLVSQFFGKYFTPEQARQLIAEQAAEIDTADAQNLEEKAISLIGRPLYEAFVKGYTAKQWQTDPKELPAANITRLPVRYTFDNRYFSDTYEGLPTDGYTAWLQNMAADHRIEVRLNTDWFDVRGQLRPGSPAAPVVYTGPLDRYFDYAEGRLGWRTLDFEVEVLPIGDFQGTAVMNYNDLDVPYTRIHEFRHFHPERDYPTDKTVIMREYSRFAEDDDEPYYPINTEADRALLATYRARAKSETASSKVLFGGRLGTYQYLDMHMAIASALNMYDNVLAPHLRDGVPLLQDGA
BoNT-A LC inh2 – BoNT A light chain protease inhibition; multiplex microsphere protease substrate cleavage, flow cytometry; 0.17% of 360,000 active; inhibition, % at 10 µM; AID 588499; further: plate controls were buffer without enzyme for full effect and enzyme alone for no effect
Anthrax LF inh2 – blocks Bacillus anthracis lethal factor protease; multiplex microsphere protease cleavage assay, LF; 0.12% of 360,000 active; P15917; AID 588501; inhibition, % at 10 µM; further: plate controls were buffer without enzyme for full effect and enzyme alone for no effect
BoNT-F LC inh – blocks Botulinum neurotoxin F light chain protease; 0.22% of 360,000 active; inhibition, % at 10 µM; Multiplex microsphere protease cleavage assay, flow cytometry; in the data active means inhibition above about 35%, passing the limit was not always enough; inconclusive means no clear call, values can overlap the other calls; further: plate controls were buffer without enzyme for full effect and enzyme alone for no effect
FBA Mtb inh – inhibitors of M. tuberculosis fructose-bisphosphate aldolase; P9WQA3; purified M. tuberculosis FBA, fluorescence read-out; inhibition, % at 1 µM; 2.3% of 360,000 active; AID 588726; in the data active means inhibition above about 27%;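 further: 0% = vehicle and 100% = reference inhibitor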
Target sequence (P9WQA3 whole entry, looked up): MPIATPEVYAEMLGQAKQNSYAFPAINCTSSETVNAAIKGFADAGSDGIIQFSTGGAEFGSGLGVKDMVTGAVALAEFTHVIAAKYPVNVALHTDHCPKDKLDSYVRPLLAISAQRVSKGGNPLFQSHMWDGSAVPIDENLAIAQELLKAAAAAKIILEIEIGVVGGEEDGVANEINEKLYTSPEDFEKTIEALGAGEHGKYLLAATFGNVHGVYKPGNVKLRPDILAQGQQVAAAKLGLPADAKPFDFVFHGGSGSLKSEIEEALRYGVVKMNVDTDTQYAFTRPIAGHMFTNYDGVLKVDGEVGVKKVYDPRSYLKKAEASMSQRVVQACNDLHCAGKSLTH
FadD28 FP inh – inhibitors of Mycobacterium tuberculosis FadD28 bisubstrate binding | FadD28 bisubstrate probe binding, fluorescence polarization | inhibition, % at 12.5 µM | 0.22% of 360,000 active | AID 588549; in the data active means inhibition above about 8.5%, passing the limit was not always enough; inconclusive means no clear call, values can overlap the other calls
Numbers without * were called inactive; u = inconclusive; x = no result given; & = joins results of further samples. Unless noted, no stated cut-off is given here; in the data, active means inhibition above about 30%; inconclusive means no clear call, values can overlap the other calls; inactive means below that. Hits appear at their usual frequency; overall some 4.7% were active at least once.

SMILES | PfHsp40 yeast | GDH-TPI inh | Mtb BioA inh | Mtb UGM inh | BoNT-A LC inh2 | Anthrax LF inh2 | BoNT-F LC inh | FBA Mtb inh | FadD28 FP inh
O=C(Nc1cc(Cl)cc(Cl)c1)C(c1ccccc1)N1CCCCC1 (configuration not stated) | 0.8 | 3 | x | -0.3 | 0.9 | -1 | 1 | 3 | -2.8
Cc1[nH][nH]c(=O)c1C(c1ccc(-c2ccc(Cl)c(C(=O)O)c2)o1)c1c(C)[nH][nH]c1=O | -2.4 | -4 | x | x | -0.5 | -3 | -4 | -5 | -2.1
CCOC(=O)c1c(NC(=O)COC(=O)c2ncc(Cl)c(Cl)c2Cl)sc(C(=O)N(C)C)c1C | -0.4 | 5 | 0.1 | 0.6 | -0.9 | -2 | -6 | -3 | -3.5
O=C(NCC1CCCO1)c1cc2c(s1)CS(=O)(=O)C2 (configuration not stated) | -0.3 | 5 | 0.3 | 1.8 | -0.2 | 1 | -9 | -1 | -0.7
C/C(=N/NC(=O)c1cn(-c2cccc(C)n2)cn1)c1ccc(C)cc1 | 0.3 | 12 | -2.6 | 3.5 | -2.6 | 0 | -44 | 6 | -1.2
NC(=O)CSc1nc2c(sc3ccccc32)c(=O)n1CCCN1CCOCC1 | 1.0 | 12 | 4.5 | 1.1 | 0.0 | -3 | -1 | 0 | -4.7
COc1ccc(S(=O)(=O)N(C)C[C@H]2OCCCC[C@@H](C)Oc3ccc(NC(=O)CCC(F)(F)F)cc3C(=O)N([C@H](C)CO)C[C@@H]2C)cc1 | x | -4 | -5.5&0.3 | x | -0.7 | -6 | 0 | -4 | -5.7
CNc1nc(C)cc(C)c1S(=O)(=O)c1ccc(Cl)cc1 | 4.4 | 3 | x | 3.7 | -0.1 | -3 | -1 | 5 | -0.7
COc1ccc(-c2cc(-c3n[nH]c(=S)n3-c3cc(OC)ccc3OC)[nH]n2)cc1 | 1.0 | -4 | x | -0.5 | 0.6 | 0 | -6 | 0 | -4.6
COc1cc(C(=O)NCc2cccc3ccccc23)cc(Cl)c1OC | 17 | 5 | 0.0 | -4.7 | -0.3 | 8 | -4 | 0 | -1.4
COc1ccc(Cl)cc1S(=O)(=O)Nc1ncn[nH]1 | -1.4 | 1 | 1.2 | 0.7 | -4.1 | -5 | -12 | 1 | -2.1
CCN(C(=O)COC(=O)/C=C/c1cccc([N+](=O)[O-])c1)c1ccccc1 | 0.8 | -3 | x | -1.5 | -0.1 | 2 | 2 | 0 | -0.8
CCOC(=O)C1CCCN(S(=O)(=O)c2ccc(S(=O)(=O)N(CC)CC)cc2)C1 (configuration not stated) | 0.9 | -4 | x | 3.6 | 0.2 | 1 | -3 | -1 | -1.5
O=C1N[C@@H](Cc2ccccc2)C(=O)N2[C@H]1C[C@H]1c3ccccc3N(OOSc3ccccc3)[C@H]12 | -0.5 | 3 | 0.9 | 1.5 | -0.2 | -2 | 0 | 1 | -4.1
Cc1ccc2oc(C(=O)N(C)CCC(O)c3ccccc3)c(C)c2c1 (configuration not stated) | 0.8 | -3 | 1.5 | -0.8 | -2.5 | -8 | 25 | -1 | -3.4
CCCC12CN3CC(C)(CN(C1)C3c1cccs1)C2=O (configuration not stated) | x | 1 | -0.1 | -1.4 | -0.6 | 0 | -3 | 2 | -3.8
COc1ccc(-n2cnnc2SCC(=O)N2CCN(c3ccccc3)CC2)cc1 | -0.6 | 4 | 0.9 | -2.5 | -0.7 | -4 | 1 | 1 | 0.0
COc1cc(NC(=S)N2CCN(S(=O)(=O)c3ccccc3)CC2)cc(OC)c1 | 1.9 | 4 | 1.3 | 1.9 | 1.5 | -1 | 10 | -4 | -6.4
O=C(CNC(=O)C1CCCCC1)OCC(=O)c1ccc(F)cc1 | 0.1 | 2 | -0.4 | 2.6 | 0.1 | -9 | 1 | 3 | 0.2
O=C(COC(=O)COc1ccccc1F)NCc1ccco1 | -0.6 | 9 | -0.7 | -0.6 | -0.1 | 0 | 1 | -1 | -2.8
CCOC(=O)n1c(=O)oc2cc(S(=O)(=O)N3CCCCC3)ccc21 | 3.2 | 15 | x | 0.7 | -0.1 | 0 | 1 | -1 | -0.7
COc1ccc(-c2cc(C(=O)N(C)CCc3ccc(OC)c(OC)c3)c3ccccc3n2)cc1 | 1.1 | 25 | 0.4 | -1.5 | 1.6 | 1 | -3 | 9 | -3.5
CCCC(=O)NC(=S)Nc1ccc(C(C)=O)cc1 | -1.0 | 7 | x | -3.9 | -0.7 | -2 | -6 | -1 | -1.8
COc1ccc(S(=O)(=O)N2CCN(C(=O)c3cc(-c4ccc(Br)cc4)n[nH]3)CC2)cc1OC | 1.5 | -2 | 0.0 | 0.9 | -0.4 | -7 | -8 | -2 | -3.0
C=CC[C@H](CC(=O)N(CCO)Cc1ccccc1)C(=O)N[C@H](COC(=O)[C@H](CC=C)CC(=O)OC(C)(C)C)Cc1ccccc1 | 2.3 | 3 | -4.4 | 4.3 | -0.1 | 3 | 6 | 1 | 0.5
COc1ccc(NC(=O)c2cc(-c3cc(F)ccc3OC)n[nH]2)c(C)c1 | x | -1 | -1.1 | x | 0.3 | -1 | 3 | 0 | -5.6
CCCCN(C(=O)c1ccc2c(c1)NC(=O)CS2)c1ccccc1 | -0.2 | 0 | 0.3 | 0.2 | 0.1 | 6 | 5 | 3 | -1.1
Cc1ccc(S(=O)(=O)N(Cc2ccccc2)C(C)C)cc1 | 3.2 | 4 | 0.5 | 1.5 | -5.5 | -13 | u | -4 | -4.8
CCN(CC)S(=O)(=O)c1ccc(C)c(NC(=O)COc2ccc3c(C)cc(=O)oc3c2)c1 | 0.1 | 9 | -1.3 | 0.9 | 0.1 | -2 | 0 | 1 | -2.4
O=C(NCc1cccc(Cl)c1)c1cccc(S(=O)(=O)N2CCCC2)c1 | -0.3 | 6 | 0.7 | -0.5 | -0.6 | -3 | -4 | 1 | -1.4
CC(=O)c1ccc(NC(=O)C2C3C=CC(C3=C(c3ccccc3)c3ccccc3)C2C(=O)O)cc1 (configuration not stated) | 2.5 | 6 | x | 0.5 | -0.4 | 0 | 1 | -1 | 1.5
COc1ccccc1NS(=O)(=O)c1cc(C(=O)NCC2CCCO2)ccc1C (configuration not stated) | 0.7 | 3 | x | -0.8 | -4.0 | -2 | -13 | 0 | -1.7
N#C/C(=C1/CCCN1)c1ccccn1 | 0.4 | 10 | -1.0 | -0.3 | -0.6 | -1 | -13 | -2 | -2.7
CC1(C)CC(=O)C(C2C3=C(CC(C)(C)CC3=O)Oc3ccccc32)=C(O)C1 (configuration not stated) | 0.2 | -1 | 0.0 | -1.0 | -0.4 | 0 | 3 | 2 | -3.4
NC(=O)CC(NC(=O)Cc1cccc2ccccc12)c1ccc(N2CCCCCC2)c([N+](=O)[O-])c1 (configuration not stated) | 1.1 | 4 | 1.0 | -1.8 | -0.3 | 0 | -4 | -2 | -3.1
O=C(O)C1C2CCC(O2)C1C(=O)Nc1ccc(Cl)cc1F (configuration not stated) | -1.5 | -11 | 0.4 | 0.5 | -2.9 | -3 | 1 | -4 | -2.4
O=C(CN1C(=O)c2ccccc2S1(=O)=O)NC(Nc1ccccc1F)C(Cl)(Cl)Cl (configuration not stated) | -0.3 | -7 | 1.0 | 1.6 | -0.3 | 0 | 5 | -4 | -25
CCc1ccccc1N(C(=O)c1ccco1)C(C(=O)NC1CCCC1)c1cccnc1 (configuration not stated) | 1.7 | 5 | 1.6 | -0.9 | -1.4 | 0 | -8 | -3 | -0.4
O=C(NCCc1ccccc1Cl)C1CCC(=O)N(C2CCCCCC2)C1 (configuration not stated) | 1.7 | 8 | -0.3 | 0.5 | 0.3 | -1 | 6 | -1 | -0.5
NC(=O)c1ccc(NC(=O)C2COc3ccccc3O2)cc1 (configuration not stated) | -0.6 | 10 | 0.3 | -1.9 | 0.5 | -14 | u | 0 | -4.2
O=C(Nc1ccc2c(c1)N(S(=O)(=O)c1cccs1)CCC2)c1c(F)cccc1Cl | u | -21 | -0.6 | -2.4 | -1.8 | -3 | -10 | 0 | -3.2
Cc1cc(C)n(CC(C)(O)c2ccccc2)n1 (configuration not stated) | -1.2 | 6 | 1.2 | -1.5 | -0.9 | 4 | -4 | 1 | -3.1
NC(=O)c1c(/N=C/c2cccnc2)sc2c1CCCC2 | x | 7 | 1.6 | 0.6 | -0.3 | -1 | -6 | 6 | -0.2
CCN(CC)c1ccc(O)c(C=Nc2ccc(C)c(C)c2)c1 | -0.1 | 26 | -0.3 | -2.2 | 50* | 23 | 7 | -3 | -3.4
COc1cc(OC)c(NS(=O)(=O)c2c(C)[nH]c(=O)[nH]c2=O)cc1Cl | -0.3 | -1 | 8.1 | -3.2 | -0.1 | -4 | -16 | 0 | -5.1
C[C@@H](NS(=O)(=O)c1cc(Cl)ccc1F)[C@H](O)c1ccccc1 | -0.1 | 8 | 3.8 | x | 0.0 | -1 | -1 | 1 | 0.8
O=C(CCn1ccc([N+](=O)[O-])n1)Nc1nccs1 | -0.7 | 6 | x | 1.2 | -0.3 | -2 | -3 | 7 | 1.3
O=C(/C=C/Nc1ccccc1)c1ccc(Oc2ncccn2)cc1 | 1.3 | 7 | x | -0.1 | 0.8 | 0 | 2 | 0 | -3.8
O=C(COC(=O)CC1CCCC1)Nc1ccc(OC(F)F)cc1 | -1.5 | -6 | -0.1 | -4.3 | -0.4 | -3 | -5 | -1 | -2.3
O=C(COc1ccccc1)Nc1ccc(S(=O)(=O)N2CCCCCC2)cc1 | 8.4 | -2 | -0.7 | 1.3 | 1.0 | 2 | -6 | -1 | -3.0
O=C(O)Cn1ccc2cc(S(=O)(=O)N3CCCCC3)ccc21 | x | 12 | -0.2 | x | -0.2 | -2 | 2 | 2 | -0.9
Clc1ccc2c(c1)c1cc(Cl)ccc1n2CN1CCOCC1 | 367* | 9 | -1.3 | 0.4 | -1.9 | -1 | -12 | 2 | -8.4
O=C(CSC1=Nc2ccccc2C2=NC(CC(=O)NCc3ccco3)C(=O)N12)NCc1ccco1 (configuration not stated) | 0.4 | 4 | -4.2 | 0.4 | 0.3 | -10 | 4 | 7 | -0.1
O=C(COC(=O)Cc1c(Cl)cccc1Cl)NCC1CCCO1 (configuration not stated) | -1.1 | -6 | -0.3 | -2.0 | -0.4 | 3 | 0 | -7 | -2.2
COCCn1nnnc1C(c1ccccc1OC)N1CCN(c2ccccc2)CC1 (configuration not stated) | 0.2 | -2 | 0.5 | 1.5 | -0.4 | -2 | -2 | 40* | -0.2
CC(C)(C)NC(=O)COC(=O)c1cc(Br)ccc1Cl | -0.5 | -3 | 0.4 | -2.8 | 0.2 | 1 | -6 | 3 | -3.0
COc1ccc(N/N=C(/N=Nc2nc(C)cc(=O)[nH]2)c2ccccc2)cc1 | -1.9 | 17 | x | -0.7 | 0.3 | -4 | -16 | -9 | -2.4
CCc1sc2nc(SCC(=O)Nc3cc(C)on3)n(-c3cccc(OC)c3)c(=O)c2c1C | 6.0 | 2 | -3.7 | -1.5 | -0.5 | -3 | -2 | 1 | -1.9
C/C(=N\NC(=O)C(c1ccccc1)c1ccccc1)c1ccccn1 | 1.2 | -8 | x | -6.4 | -2.2 | -1 | -14 | -4 | -1.2
C=CCNC(=O)c1ccccc1NC(=O)c1ccccc1 | 0.9 | 4 | -2.2 | -0.4 | 0.8 | -2 | -3 | 4 | 1.1
NC(Cc1ccc(Cl)cc1)c1csc(Nc2cc(NCCCO)ncn2)n1 (configuration not stated) | x | 5 | -0.8 | x | -0.2 | -8 | -16 | -2 | -8.4

Among those listed so far, these contain a tert-butyl group:
SMILES | PfHsp40 yeast | GDH-TPI inh | Mtb BioA inh | Mtb UGM inh | BoNT-A LC inh2 | Anthrax LF inh2 | BoNT-F LC inh | FBA Mtb inh | FadD28 FP inh
C=CC[C@H](CC(=O)N(CCO)Cc1ccccc1)C(=O)N[C@H](COC(=O)[C@H](CC=C)CC(=O)OC(C)(C)C)Cc1ccccc1 | 2.3 | 3 | -4.4 | 4.3 | -0.1 | 3 | 6 | 1 | 0.5
CC(C)(C)NC(=O)COC(=O)c1cc(Br)ccc1Cl | -0.5 | -3 | 0.4 | -2.8 | 0.2 | 1 | -6 | 3 | -3.0

Screening data from PubChem.
